MsrA inh: inhibits bovine methionine sulfoxide reductase A; purified bovine MsrA, absorbance read-out; inhibition, % at 15.5 µM; hit rate 0.75% among 360,000; AID 651718; in the data active = inhibition above about 4.5%;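 note: 0% = vehicle wells with enzyme and 100% = reference inhibitor wells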
MT1-MMP act inh: blocks activation of human MT1-MMP; P50281; HT1080 RFP-PRO-GFP cells, GFP/RFP ratio fluorescence, overnight; percent of plate control window, DMSO zero; GFP/RFP ratio change, % at 20 µM; hit rate 0.061% among 360,000;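 active = GFP/RFP ratio change of at least 30% with cell ATP level not reduced by more than half and red fluorescence within 50% of control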; note: strong numbers were not always called active
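Compound: 20 µM single dose, 1% DMSO / System: HT1080 RFP-PRO-GFP cells / Controls: DMSO and RFP-L50D-GFP cell wells / Read-out basis: GFP/RFP fluorescence ratio / Schedule: overnight compound exposure at 37 °C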
Tb MetRS inh: Trypanosoma brucei MetRS inhibition; purified T. brucei MetRS, ATP depletion, Kinase-Glo luminescence; hit rate 0.4% among 360,000; inhibition, % at 11.9 µM;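 active = inhibition above a per-plate cutoff of the control wells' mean inhibition plus 3 SD, cut at about 5.5% in these data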;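 note: 0% = DMSO wells median and 100% = median of wells with control inhibitor compound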
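assay system = parasite MetRS enzyme | timing = 15 min preincubation, 2 h reaction, all 25 °C | evaluation = percent inhibition relative to median high and low control wells | medium = HEPES buffer containing pyrophosphatase, BSA, spermine, DTT | compound = single dose, 11.9 µM final nominal, 0.9% final DMSO | detection = Kinase-Glo luminescence, ATP depletion format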
NRP1-CendR mod: alters CendR peptide binding to human NRP-1 | FAM-RPARPAR peptide binding to NRP-1, fluorescence polarization | inhibition, % at 25 µM | hit rate 0.85% among 360,000 | AID 602438;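 active = inhibition or corrected inhibition above about 18%, plus a signal ratio from 0.5 to 1.5, limit read from the data, passing the limit was not always enough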; note: strong numbers were not always called active
SKN-1 block: inhibitors of C. elegans SKN-1; C. elegans VP596 Pgst-4::GFP/RFP ratio, acrylamide-induced, 24 h; inhibition, % at 21.8 µM; hit rate 0.49% among 360,000;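 active = interference check ratio from 0.5 to 1.5 plus GFP to RFP signal ratio inhibition reaching or exceeding a fixed threshold, cut at about 30% in these data, passing the limit was not always enough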; note: some compounds called inactive have numbers as strong as hits
bovine MsrA act: bovine methionine sulfoxide reductase A activation. AID 602163. hit rate 0.3% among 360,000. purified bovine MsrA, absorbance read-out. activation, % at 10.6 µM; in the data active = activation above about 7.5%;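 note: 0% = vehicle and 100% = reference activator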
E coli Lon inh: inhibits E. coli Lon protease | hit rate 0.42% among 360,000 | P0A9M0 | inhibition, % at 7.94 µM | purified E. coli Lon protease, fluorescence polarization; in the data active = inhibition above about 13%, passing the limit was not always enough;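 note: 0% = enzyme with probe and DMSO and 100% = no enzyme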
Target sequence (P0A9M0 whole entry, looked up): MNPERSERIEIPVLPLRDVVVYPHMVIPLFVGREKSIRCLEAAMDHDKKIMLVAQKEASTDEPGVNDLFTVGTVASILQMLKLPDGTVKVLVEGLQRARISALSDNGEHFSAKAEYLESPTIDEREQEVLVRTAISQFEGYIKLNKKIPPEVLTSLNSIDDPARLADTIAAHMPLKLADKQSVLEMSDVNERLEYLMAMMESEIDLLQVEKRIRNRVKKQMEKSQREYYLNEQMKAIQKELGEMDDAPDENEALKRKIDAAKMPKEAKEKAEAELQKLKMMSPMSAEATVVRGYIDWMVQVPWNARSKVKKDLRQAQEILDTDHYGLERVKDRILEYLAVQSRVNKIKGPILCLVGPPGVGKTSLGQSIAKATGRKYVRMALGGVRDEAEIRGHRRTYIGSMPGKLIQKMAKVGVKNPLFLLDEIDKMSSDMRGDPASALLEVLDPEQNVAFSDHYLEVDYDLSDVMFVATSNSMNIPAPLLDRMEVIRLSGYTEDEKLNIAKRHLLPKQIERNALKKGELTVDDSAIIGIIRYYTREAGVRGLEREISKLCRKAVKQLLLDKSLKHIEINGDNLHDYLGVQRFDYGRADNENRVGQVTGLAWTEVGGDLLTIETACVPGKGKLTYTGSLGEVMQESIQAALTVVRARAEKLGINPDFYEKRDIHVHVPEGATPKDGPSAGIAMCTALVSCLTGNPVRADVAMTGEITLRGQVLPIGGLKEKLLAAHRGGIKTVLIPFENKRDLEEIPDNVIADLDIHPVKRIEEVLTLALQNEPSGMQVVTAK
PABP1 MLLE inh: inhibitors of microRNA-mediated deadenylation, human PABP1 MLLE binding; inhibition, % at 20 µM; GST-MLLE / FITC-PAM2 fluorescence polarization; P11940; hit rate 0.36% among 360,000; in the data active = inhibition above about 35%, passing the limit was not always enough;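 note: plate controls were DMSO wells with GST-MLLE for no effect and wells lacking GST-MLLE protein for full effect; some results filed as inactive read as strong as hits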
FAS TE block: FAS thioesterase (human) inhibition. recombinant FAS-TE, OMFH fluorogenic substrate, fluorescence endpoint. hit rate 0.67% among 360,000. inhibition, % at 15 µM;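 active = compounds whose normalised, plate-corrected inhibition of enzyme fluorescence in the single-dose primary screen is 50% or more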;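 note: 0% = DMSO with enzyme and 100% = substrate without enzyme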
* = called active by the depositor.

SMILES	Tb MetRS inh	NRP1-CendR mod	MsrA inh	PABP1 MLLE inh	E coli Lon inh	MT1-MMP act inh	FAS TE block	SKN-1 block	bovine MsrA act
COc1ccccc1CN1CC(C(=O)NCc2cc(F)cc(C(F)(F)F)c2)CCC1=O (stereo not drawn)	1.0	1.6	-0.9	-1.4	0.7	2.3	0.0	6.7	-1.5
Brc1ccc(-c2nn3c(-c4ccccn4)nnc3s2)o1	-0.7	-13.1	2.5	13.5	4.3	-2.5	-3.3	13.1	-0.9
COc1cc(NC(=O)NC2Cc3ccccc3C2)cc(OC)c1	-0.5	3.7	0.3	-3.6	0.3	-0.6	7.4	-9.2	0.1
CCOC(=O)c1ccccc1NC(=O)C1COc2ccccc2O1 (stereo not drawn)	-1.2	0.4	-0.3	2.8	-7.7	2.1	22.9	-12.3	-5.0
COc1ccc(C(CNC(=O)c2oc3cc(Br)ccc3c2C)N2CCCCC2)cc1 (stereo not drawn)	-0.2	0.0	0.5	-1.1	-4.6	-0.4	34.6	-27.1	-0.6
COc1ccccc1CNC(=O)CN1C(=O)NC(c2ccccc2)(c2ccccc2)C1=O	-0.2	13.7	-0.1	-8.9	-6.3	0.5	3.8	15.8	-0.7
CCCCSCCCNC(=O)Nc1ccc(C)c(C)c1	-0.8	10.0	-0.7	1.6	-6.5	3.2	6.2	-4.3	-3.6
CCCCOc1ccc(CCC(=O)N/N=C/c2ccco2)cc1	-0.1	6.5	1.5	-12.3	0.8	4.1	10.7	7.2	-0.6
Cc1cc(C)c(C#N)c(SCc2ccc(C(=O)O)cc2)n1	-0.5	2.3	0.8	-6.9	-4.3	-1.6	-4.2	8.3	-0.7
COc1cccc(S(=O)(=O)Nc2ccc3sc(C)nc3c2)c1	-1.9	-9.0	0.1	28.6	4.4	0.7	-2.6	-12.5	-13.2
COc1ccc(OC)c(S(=O)(=O)NCc2csc(-c3ccccc3)n2)c1	0.0	-17.4	-0.7	10.1	6.1	-1.6	-2.3	5.3	-2.2
COc1ccc(NC(=O)c2sccc2SCc2cccc(C(F)(F)F)c2)cc1	-1.7	12.2	1.6	-0.3	-1.1	-7.4	32.2	2.1	-11.8
COc1ccccc1NC(=O)C(C)OC(=O)COc1cccc2c1OC(C)(C)C2 (stereo not drawn)	-0.4	1.6	-0.3	4.9	-4.2	3.2	-2.4	11.4	-1.5
COc1ccc(C2CC(c3ccccc3)Nc3nc(NS(C)(=O)=O)nn32)cc1 (stereo not drawn)	-0.4	5.9	0.0	-8.2	8.9	-1.8	-5.7	9.5	-2.1
CCCC1COC(Cn2cncn2)(c2ccc(C)cc2)O1 (stereo not drawn)	-0.2	2.6	-0.2	8.1	-3.2	-0.3	-4.3	16.4	-1.2
Cc1ccccc1C(=O)Nc1c2c(nc3ccccc13)CCCC2	-0.1	1.9	-1.0	0.3	1.9	-2.0	-11.4	9.8	-2.0
CC1=CC2=NC(=O)/C(=C\c3cccn3CCOc3ccc(C)c(C)c3)C(=N)N2O1	-1.2	-3.2	2.3	-6.3	3.6	-12.0	26.5	5.1	-11.9
COc1ccc(C)cc1NC(=O)Nc1cnccn1	0.5	1.8	1.1	-0.7	-3.1	-2.9	-7.4	13.0	-1.7
CCOc1ccccc1N1C(=O)CC(Sc2n[nH]c(-c3ccccc3)n2)C1=O (stereo not drawn)	0.1	6.5	0.1	22.4	-11.5	1.4	-7.8	18.4	-5.5
COc1cccc(C(=O)NCCS(=O)(=O)N2CCCCCC2)c1	-0.3	7.5	0.5	-2.4	-1.7	1.8	-5.7	4.8	-1.2
CC(C)(CNc1ccc([N+](=O)[O-])cc1Cl)N1CCOCC1	0.2	2.6	2.2	-2.1	13.2	2.1	8.3	3.6	-4.7
COC(=O)c1ccc(COc2ccccc2/C=C(\C#N)C(=O)Nc2ccccc2C)cc1	-1.1	0.5	-0.6	2.5	-25.9	1.9	-1.9	-0.5	-0.3
COc1cc(O)c(C(CC(=O)N2CCOCC2)c2ccc3c(c2)OCO3)c(OC)c1 (stereo not drawn)	-0.1	27.6*	-0.9	11.9	4.9	-0.6	-10.4	9.0	-2.4
CC(C)NC(=O)CSc1nnc(-c2ccc(S(=O)(=O)N3CCCC3)cc2)n1CC1CCCO1 (stereo not drawn)	0.2	-5.9	0.2	-50.6	6.7	3.8	-8.4	0.6	-2.3
O=C(Nc1ccc2c(c1)OCO2)C1Cc2ccccc2CN1S(=O)(=O)c1cccs1 (stereo not drawn)	-0.2	5.5	1.6	9.5	-7.2	1.2	2.7	4.3	-3.9
COc1cc(C(=O)NCCOc2ccccc2)c(Br)c(OC)c1OC	-0.2	19.1	-0.6	-5.1	-4.6	0.1	-4.4	7.7	-3.7
COC(=O)c1ccc(CNC(=O)CNC(=O)c2sc3ccccc3c2Cl)cc1	-0.3	-24.4	0.8	-1.6	7.6	-1.1	-12.8	-2.5	-6.8
CCn1c(CSCc2ccc(F)cc2)nnc1SCC(=O)NCc1ccccc1	-0.6	3.1	-0.3	-63.1	0.8	8.8	-0.9	3.3	-0.4
O=C(Nc1ccc2c(c1)OCCO2)C1CC1c1ccccc1 (stereo not drawn)	0.5	-5.7	-0.4	-10.7	-1.7	-0.9	-1.5	-0.7	-1.3
O=C1c2ccccc2[C@@H]2C[C@@H](O)[C@H](Nc3ccccc3Cl)CCN12	-0.6	-11.9	0.8	-5.2	-7.2	1.7	-4.9	16.2	-3.6
CC(=O)Nc1ccc(C2Nc3cc(C)c(C)cc3NC3=C2C(=O)CC(C)(C)C3)cc1 (stereo not drawn)	-0.8	5.9	1.7	11.1	-3.1	-0.5	-7.4	6.2	0.4
COc1ccc(-c2nn(-c3ccccc3)cc2/C=N/O)cc1	0.0	6.1	-0.6	3.5	-12.2	-3.5	0.4	-11.5	-0.7
COC(=O)[C@]1(Cc2ccccc2)N[C@H](CN(C)C(=O)Nc2ccc(C(F)(F)F)cc2)[C@@H]2C(=O)N(Cc3ccccc3)C(=O)[C@@H]21	0.9	8.2	2.8	-1.1	5.1	-9.1	62.9*	5.8	-1.2
OC(c1ccccc1)(c1ccccc1)C1CCN(C(=S)NC2CCCC2)CC1	-0.6	3.9	-0.4	-104.4	3.8	-4.1	27.1	-3.8	-2.1
O=C(c1ccc(CS(=O)Cc2ccc(Cl)cc2)o1)N1CCN(c2ccccc2F)CC1 (stereo not drawn)	-1.0	5.7	-0.6	-2.3	-5.3	4.4	8.4	-1.3	-11.9
CCNC(=O)C1(C)CCN(C(=O)c2ccccc2F)C1 (stereo not drawn)	-0.3	-4.1	0.6	10.4	-2.8	0.5	-3.6	8.2	-2.4
O=C1CSC(c2cccnc2)N1Cc1ccc(Cl)cc1 (stereo not drawn)	-0.5	4.6	-0.5	26.3	4.3	0.6	1.4	-10.5	-4.3
CN(C)C(C(=O)NC1CCCCC1)c1ccc(Cl)cc1 (stereo not drawn)	-0.4	-6.7	-1.0	-11.0	-0.8	0.2	2.2	-4.4	-1.3
CCOc1ccc(C(=O)NCc2cccnc2)cc1	-0.4	0.4	0.5	8.5	-14.3	4.0	-8.3	10.0	-1.4
Cn1c(SCC(=O)NC2CCCC2)nnc1-c1ccncc1	-0.1	3.6	0.3	-0.1	-2.0	1.3	-2.9	-1.0	-1.8
O=C(Cc1ccccc1)Nc1ccccc1Sc1ccccc1	0.1	4.1	-0.7	4.4	11.3	-6.0	18.8	11.0	-4.6
O=C(c1ccc(-n2cncn2)c([N+](=O)[O-])c1)N1CCN(S(=O)(=O)c2ccccc2F)CC1	0.1	8.1	0.5	5.2	-2.7	4.7	-2.9	12.2	2.1
COc1ccc(CC(N)c2csc(Nc3ccc(C(=O)c4ccccc4)cc3)n2)cc1 (stereo not drawn)	-0.4	-15.4	1.1	3.7	4.1	-12.0	-30.1	-15.4	-7.4
COc1cccc(C(NC(C)=O)c2nc(-c3cccc(C(F)(F)F)c3)cs2)c1 (stereo not drawn)	-0.2	-4.4	-1.2	13.1	-0.5	-1.7	23.5	25.0	-1.2
COc1ccc(-c2cnn3c4c(c(C)nc23)CCN4C2CCCC2)cc1OC	-1.8	1.7	-0.1	-10.0	1.2	3.5	4.8	-1.4	-12.8
COc1ccc(C(=O)OCC(=O)Nc2ccc3[nH]c(=O)[nH]c3c2)cc1	-0.6	-9.9	-0.3	-11.0	2.8	-8.6	-6.9	8.0	-1.8
S=c1[nH]nc(-c2ccc(Cl)cc2Cl)n1-c1ccc(Cl)cc1	-1.3	11.2	-1.1	-44.5	-1.0	3.0	-5.2	4.1	-3.5
COc1ccc(/C=C2\SC(=O)N(CCNC(=O)C3CCN(S(=O)(=O)c4cccs4)CC3)C2=O)cc1	-0.3	14.4	-0.6	-9.3	-6.0	5.1	54.5*	15.3	-2.1
Cc1ccc(S(=O)(=O)CCC(=O)OC(C)C(=O)NC2CCCCC2C)cc1 (stereo not drawn)	-0.5	-2.9	-0.3	-9.3	1.7	0.6	-6.5	9.0	-1.9
CCOC(=O)N1CCN(Cc2nc(-c3cccc(C)c3)no2)CC1	0.2	-1.2	1.1	2.2	0.8	-5.9	-3.6	7.4	0.5

Other entries
SMILES	Tb MetRS inh	NRP1-CendR mod	MsrA inh	PABP1 MLLE inh	E coli Lon inh	MT1-MMP act inh	FAS TE block	SKN-1 block	bovine MsrA act
OC1(c2ccc(OC(F)F)cc2)CSC(=Nc2cccnc2)N1C1CC1 (stereo not drawn)	-1.0	-5.3	0.6	1.6	-5.0	-1.2	-0.1	-5.1	-3.9
COc1cc(/C=C2\SC(=S)N(C(Cc3ccccc3)C(=O)O)C2=O)ccc1O (stereo not drawn)	0.1	-59.8	2.2	-85.9	-103.0	-31.1	-1.5	15.7	-7.5
CCOc1ccc(NC(=O)CSc2nnc(Cc3csc(C)n3)o2)cc1	-0.2	5.1	-0.2	7.6	-0.2	2.8	-9.3	-0.4	-3.4
CC(=O)Nc1ccc(S(=O)(=O)N2CCN(C(=O)c3ncoc3-c3ccccc3C)CC2)cc1	-0.2	0.8	0.6	-5.0	-10.4	4.0	-0.5	-6.7	-1.5
Cc1ccccc1NC(=S)NC(C)C(c1ccccc1)N1CCN(C)CC1 (stereo not drawn)	-1.0	-14.8	2.6	11.4	2.8	-9.4	-2.1	-9.6	-1.5
CCN(CC)C(=O)c1ccccc1NS(=O)(=O)c1cccs1	-0.4	-2.9	-0.7	7.7	4.0	-5.7	-8.6	-8.1	-6.0
CC(=O)c1ccccc1NC(=O)COC(=O)CN1C(=O)C2CCCCC2C1=O (stereo not drawn)	-0.2	-11.9	0.0	2.3	3.8	-1.8	0.2	11.2	0.4
C#CCOc1ccc(/C=C2/C(=O)ON=C2C)cc1OCC	-0.4	-0.9	0.8	26.6	-3.9	0.3	-4.7	5.0	-1.4

Reprinted from the listing (2 entries):
SMILES	Tb MetRS inh	NRP1-CendR mod	MsrA inh	PABP1 MLLE inh	E coli Lon inh	MT1-MMP act inh	FAS TE block	SKN-1 block	bovine MsrA act
COc1ccccc1CN1CC(C(=O)NCc2cc(F)cc(C(F)(F)F)c2)CCC1=O (stereo not drawn)	1.0	1.6	-0.9	-1.4	0.7	2.3	0.0	6.7	-1.5
Brc1ccc(-c2nn3c(-c4ccccn4)nnc3s2)o1	-0.7	-13.1	2.5	13.5	4.3	-2.5	-3.3	13.1	-0.9
